SIRT5 block = sirtuin-5 (human) deacylase inhibition. Purified SirT5, succinyl-peptide AMC, trypsin-coupled fluorescence. inhibition, % at 15 µM. 330,000 compounds, 1.1% hits; in the data active = inhibition above about 15%
Target sequence (Q9NXA8 whole entry, looked up): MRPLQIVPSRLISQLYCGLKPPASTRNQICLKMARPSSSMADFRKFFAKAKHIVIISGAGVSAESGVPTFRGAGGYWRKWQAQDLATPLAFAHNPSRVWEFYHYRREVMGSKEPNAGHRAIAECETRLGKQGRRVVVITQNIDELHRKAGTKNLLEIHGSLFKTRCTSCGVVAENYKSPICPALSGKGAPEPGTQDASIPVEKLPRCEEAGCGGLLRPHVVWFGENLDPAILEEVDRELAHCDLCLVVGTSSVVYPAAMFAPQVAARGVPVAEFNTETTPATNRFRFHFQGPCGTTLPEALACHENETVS
CASP6 VEID inh = caspase-6 (human) enzyme inhibition; AID 686996; inhibition, % at 12.5 µM; P55212; purified caspase-6, Z-VEID-R110 cleavage fluorescence; 350,000 compounds, 0.53% hits;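 active = mean inhibition across replicates at least about 35%, with every replicate also reaching that limit, limit read from the data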;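 also: 0% = median of neutral control wells and 100% = no fluorescence left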
Target sequence (P55212 24-179 limits assumed): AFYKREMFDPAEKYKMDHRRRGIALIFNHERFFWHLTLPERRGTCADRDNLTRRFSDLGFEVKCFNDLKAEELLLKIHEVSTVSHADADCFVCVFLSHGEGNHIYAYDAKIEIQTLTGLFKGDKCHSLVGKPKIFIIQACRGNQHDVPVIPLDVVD
Target sequence (P55212 194-293 limits assumed): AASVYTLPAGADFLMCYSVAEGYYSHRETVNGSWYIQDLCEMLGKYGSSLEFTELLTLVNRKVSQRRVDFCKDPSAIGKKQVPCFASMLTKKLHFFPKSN
LGR2 antag = blocks bursicon-induced cAMP signaling via Drosophila LGR2; inhibition, % at 9.99 µM; HEK293 LGR2, CRE-luciferase, bursicon-stimulated, 4 h; AID 720647; 380,000 compounds, 0.35% hits;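 active = drop in luminescence signal, shown as inhibition above about 50% in the replicate tests, limit read from the data, passing the limit was not always enough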;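 also: agonist challenge used bursicon conditioned medium at about half maximal strength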
esBAF inh = blocks esBAF chromatin remodeling in mouse ES cells; AID 602393; reporter increase, % at 12.5 µM; 350,000 compounds, 2% hits; Bmi1-luciferase knock-in reporter, 24 h; 100% = twice the neutral-well signal; in the data active = activation above about 40%;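 also: 0% = median of the plate's neutral control wells and 100% = double that signal; a rise in the Bmi1 reporter signal indicates esBAF inhibition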
FN deposit inh = fibronectin deposition inhibition; AH1F fibroblasts, Alexa488-fibronectin deposition fluorescence, overnight; inhibition, % at 12.6 µM; 350,000 compounds, 0.086% hits; AID 743247;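 active = mean inhibition across replicates of 30% or more, regardless of how many single replicates reach that level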;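 also: positive control wells lacked labelled fibronectin entirely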
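Schedule: 1 h cell adhesion before compound, then overnight fibronectin incubation; test system: AH1F fibroblast monolayer depositing Alexa488-labelled fibronectin into matrix; quantity: 10000 AH1F cells per well; probe or stimulus: fluorescent fibronectin at 24 nM final; signal: fluorescence, ex 485 nm, em 525 nm; evaluation: percent inhibition as loss of matrix-bound fibronectin fluorescence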
C2C12 statin = suppressors of simvastatin-induced myotoxicity in C2C12 myotubes. ATP luminescence, 48 h; scaled: DMSO 0, geranylgeraniol control 100. AID 602340. 330,000 compounds, 0.78% hits. rescue of ATP level, % at 7.49 µM;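 active = mean ATP rescue above about 67%, or every replicate alone reaching that limit, limit read from the data, passing the limit was not always enough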;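 also: myotubes were challenged with 10 µM simvastatin during compound exposure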
S100A4 MyoIIA = blocks human S100A4 binding to myosin IIA peptide | S100A4/TAMRA-MyoIIA peptide fluorescence polarization | P26447 | 360,000 compounds, 0.14% hits | AID 652163 | inhibition, % at 10.7 µM;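 active = mean inhibition of at least 70% across replicates, with every replicate also reaching that level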
Target sequence (P26447 whole entry, looked up): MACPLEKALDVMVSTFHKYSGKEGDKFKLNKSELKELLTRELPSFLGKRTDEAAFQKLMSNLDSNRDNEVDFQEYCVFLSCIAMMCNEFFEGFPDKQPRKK
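Test system: S100A4 monomer protein. Medium: HEPES buffer with Ca2+, pH 7.2. Reagent: fluorescent myosin IIA peptide, 5 nM. Compound dosing: single-point compound testing. Timing: 5 min between mix addition and reading. Benchmarks: DMSO neutral and TFP positive wells.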
* hit, by the source's call; nt = not tested or not shown; & = joins results of further samples.

no.	SMILES	SIRT5 block	CASP6 VEID inh	LGR2 antag	esBAF inh
1	COc1cc(C#Cc2c(-c3cncn3C)n(C)c3ccc(Br)cc23)cc(OC)c1	nt	-3	0	1
2	COC(=O)N/N=C\c1c(C)[nH]n(-c2ccccc2)c1=O	-4	-2	21	nt
3	Cc1cc(C)nc(/N=C2\NC(=O)CC(C(=O)O)N2c2ccc(Cl)cc2)n1 (stereo not drawn)	nt	-2	1	-3
4	C[C@@H]1CN([C@@H](C)CO)C(=O)c2cc(C#Cc3ccccc3F)cnc2O[C@@H]1CN(C)S(=O)(=O)c1ccccc1	1	0	-5	8
5	CCc1nc2c(OCc3ccc(F)cc3)cccn2c1N(C)C(=O)CC(C)C	1	-1	-11	11
6	NS(=O)(=O)c1ccc(NC(=S)Nc2ccc(C(=O)N3CCCCC3)cc2)cc1	0	1	8	nt
7	O=C(C[C@H]1CC[C@@H]2[C@H](COC[C@@H](O)CN2Cc2ccc3c(c2)OCO3)O1)N1CCOCC1	-4	1	-5	5
8	O=C(O)c1ccccc1NN=C1CCCCC1	nt	nt	-34	83*
9	CSc1ccc(CN2CCC2(C)C(=O)Nc2ccc3c(c2)OCO3)cc1 (stereo not drawn)	-1	-1	-9	5
10	COc1ccc(C(CNC(=O)c2cc3c(s2)CCCC3)N2CCOCC2)cc1 (stereo not drawn)	-2	-87	11	-10
11	O=C(NS(=O)(=O)c1ccccc1)c1cccc(Br)c1	1	1	-5	nt
12	O=C(O)c1cc(NN=Nc2cccc([N+](=O)[O-])c2)cc([N+](=O)[O-])c1	6	3	4	5

no.	FN deposit inh	C2C12 statin	S100A4 MyoIIA
1	2	-11	-1
2	3	nt	-8
3	nt	70*	-1
4	nt	nt	23
5	3	1	-3
6	-18	nt	-1
7	-1	19	11
8	0	3	nt
9	nt	1	3
10	0	-2	1
11	-5	nt	-20
12	2	7	0

Sorted by heavy-atom count (lowest first): 9 of the compounds above.
no.	SMILES	SIRT5 block	CASP6 VEID inh	LGR2 antag	esBAF inh
8	O=C(O)c1ccccc1NN=C1CCCCC1	nt	nt	-34	83*
11	O=C(NS(=O)(=O)c1ccccc1)c1cccc(Br)c1	1	1	-5	nt
2	COC(=O)N/N=C\c1c(C)[nH]n(-c2ccccc2)c1=O	-4	-2	21	nt
12	O=C(O)c1cc(NN=Nc2cccc([N+](=O)[O-])c2)cc([N+](=O)[O-])c1	6	3	4	5
3	Cc1cc(C)nc(/N=C2\NC(=O)CC(C(=O)O)N2c2ccc(Cl)cc2)n1 (stereo not drawn)	nt	-2	1	-3
5	CCc1nc2c(OCc3ccc(F)cc3)cccn2c1N(C)C(=O)CC(C)C	1	-1	-11	11
1	COc1cc(C#Cc2c(-c3cncn3C)n(C)c3ccc(Br)cc23)cc(OC)c1	nt	-3	0	1
7	O=C(C[C@H]1CC[C@@H]2[C@H](COC[C@@H](O)CN2Cc2ccc3c(c2)OCO3)O1)N1CCOCC1	-4	1	-5	5
4	C[C@@H]1CN([C@@H](C)CO)C(=O)c2cc(C#Cc3ccccc3F)cnc2O[C@@H]1CN(C)S(=O)(=O)c1ccccc1	1	0	-5	8

no.	FN deposit inh	C2C12 statin	S100A4 MyoIIA
8	0	3	nt
11	-5	nt	-20
2	3	nt	-8
12	2	7	0
3	nt	70*	-1
5	3	1	-3
1	2	-11	-1
7	-1	19	11
4	nt	nt	23

Going on with the list:
no.	SMILES	SIRT5 block	CASP6 VEID inh	LGR2 antag	esBAF inh
13	CC(C)C#Cc1cnc2c(c1)C(=O)N([C@H](C)CO)C[C@@H](C)[C@H](CN(C)C(=O)c1cnccn1)O2	-3	2	11	3
14	C[C@@H]1CN([C@H](C)CO)S(=O)(=O)c2ccc(C3=CCCC3)cc2O[C@@H]1CN(C)C(=O)Nc1ccc2c(c1)OCO2	11	-1	7	2
15	S=C(NCCCn1ccnc1)NC1CCCCC1	-1	-15	-16	nt
16	COc1ccc(-c2onc(C)c2-c2cnn(-c3ccccc3)c2)c(O)c1	2	8	-4	-1
17	COc1ccccc1-c1noc2c1C(=O)N(Cc1cn(-c3ccc(Cl)cc3)nn1)CC2	0	2	14	4
18	O=C(NCc1ccccn1)c1cccc(S(=O)(=O)Nc2ccc(SC(F)F)cc2)c1	6	-2	6	-6
19	Cn1c(NC(=O)c2ccc(F)c(F)c2)cc(=O)n(C)c1=O	nt	-1	17	-8
20	CC(C(=O)OCC(=O)c1ccccc1)N1C(=O)C2C3CCC(C3)C2C1=O (stereo not drawn)	-1	3	20	nt
21	Cc1cc(C)cc(N(CCC#N)C(=O)COC(=O)c2nc3nc(C)cc(C)n3n2)c1	9	-4	3	-2
22	O=S(=O)(NC1CCCC1)c1ccc(F)cc1F	nt	-3	7	1
23	COc1ccc(S(=O)(=O)N2CCN(C)CC2)cc1	1	-1	7	-5
24	CCOc1ccccc1NC(=O)c1nnn(CC(=O)Nc2ccc3c(c2)OCO3)c1N	1	-2	5	-6

no.	FN deposit inh	C2C12 statin	S100A4 MyoIIA
13	-6	-3	5
14	7	24	-1
15	-1	nt	0
16	9	4	-4
17	4	-4	5
18	0	7	18
19	nt	-5	8
20	7	nt	-2
21	-3	0	-1
22	1	-8	-2
23	3	0	-1
24	-4	16	-7

(listing goes on)
no.	SMILES	SIRT5 block	CASP6 VEID inh	LGR2 antag	esBAF inh
25	C=CCNC(=O)c1onc(CSc2cccc(OCC)c2)c1C(=O)O	-2	4	1	1
26	CCOc1ccc(CCNS(=O)(=O)c2c(C)nc3sccn3c2=O)cc1OCC	2	0	-31	-5
27	O=C(c1ccc(=O)n(Cc2ccccc2)n1)N1CCN(C/C=C/c2ccccc2)CC1	nt	nt	nt	1
28	O=C(Nc1ccccc1F)N1C[C@@H]2N[C@H](C1)C2c1ccc(/C=C/c2ccccc2)cc1 (stereo partly drawn)	27*	-1	8	nt
29	C[C@H](CO)N1C[C@H](C)[C@H](CN(C)C(=O)CCCN(C)C)OCCCC[C@H](C)Oc2ccc(NS(=O)(=O)c3cn(C)cn3)cc2C1=O	-2	1	6	-3
30	Cc1ccc(S(=O)(=O)Nc2ccc3c(c2)C(=O)N([C@H](C)CO)C[C@H](C)[C@H](CN(C)C)OCCCC[C@@H](C)O3)cc1	nt	nt	11	-4
31	C[C@H]1CN([C@@H](C)CO)C(=O)c2cccc(NS(=O)(=O)c3ccccc3)c2O[C@@H]1CN(C)C	1	0	16	-2
32	Clc1ccc(C2[C@H]3CN(Cc4cccnc4)[C@H](c4ccccc4)C34CC2(c2ccccc2)C4)cn1 (stereo partly drawn)	-1	-2	1	nt
33	CC(=O)c1ccc(OCc2cc(C(=O)NC3CCCCC3)no2)cc1	4	-1	-46	nt
34	COCC(=O)N1C[C@@H](C)[C@@H](OC)CN(C)C(=O)c2ccc(NC(=O)c3ccc(OC)cc3)cc2OC[C@@H]1C	1	nt	-3	-19
35	C[C@@H]1CN([C@@H](C)CO)C(=O)c2cc(NC(=O)CCCN(C)C)ccc2O[C@H]1CN(C)C(=O)Nc1cccc2ccccc12	-4	-5	0	-1
36	O=C(CN1C(=O)/C(=C2/SC(=S)N(CCS(=O)(=O)O)C2=O)c2ccccc21)Nc1cccc(Br)c1	2	6	-1	-6

no.	FN deposit inh	C2C12 statin	S100A4 MyoIIA
25	-3	13	-3
26	nt	12	-10
27	4	2	nt
28	9&3	nt	18
29	nt	nt	1
30	4	-25	nt
31	-1	8	11
32	-10	nt	-5
33	0	nt	4
34	9	-4	0
35	3	10	0
36	-3	4	-3

(cont.)
no.	SMILES	SIRT5 block	CASP6 VEID inh	LGR2 antag	esBAF inh
37	CCOC(=O)[C@]12CCCC=C1N(Cc1ccc3c(c1)OCO3)C(=O)[C@H](CC(=O)NCc1ccc(OC)c(OC)c1)C2	-1	8	-17	nt
38	CCN(CC(=O)NCc1ccc(Cl)cc1)C(=O)CSCC(=O)Nc1cccc(C)c1	0	3	7	nt
39	O=c1cc(-c2ccccc2Cl)oc2c(NS(=O)(=O)c3ccccc3C(F)(F)F)ccc(O)c12	nt	nt	-4	0
40	CO[C@H]1CN(C)C(=O)c2cc(NC(=O)C3CCC3)ccc2OC[C@@H](C)N(Cc2ccccn2)C[C@H]1C	nt	nt	10	2
41	CCc1cccc(CC)c1NC(=O)c1cccc(S(=O)(=O)N2CCN(C)CC2)c1	-1	1	-4	-3
42	CCOCc1c(C(=O)OCC(=O)NCc2ccc(F)cc2)oc2ccccc12	-3	1	4	0
43	COC(=O)CCCNC(=O)c1ccc(OS(=O)(=O)c2cc([N+](=O)[O-])ccc2C)cc1	-1	5	2	0
44	COc1ccc2c(c1OC)C(=O)OC2Nc1nc2ccccc2s1 (stereo not drawn)	-1	0	-15	nt
45	CCOC(=O)c1c(C)[nH]c(C)c1C(=O)CSc1nnc(-c2ccco2)n1Cc1ccccc1	nt	nt	nt	-3
46	Cc1cc(NC(=O)/C(C#N)=C/c2ccco2)n(-c2ccccc2)n1	6	4	-14	nt
47	CCC(=O)N(C)C[C@@H]1Oc2ncc(C#CCc3ccccc3)cc2C(=O)N([C@H](C)CO)C[C@@H]1C	-2	-1	9	1
48	CCOC(=O)/C(=C\c1cccc(O)c1)c1nc2sc(C)c(C)c2c(=O)[nH]1	2	9	84*	nt

no.	FN deposit inh	C2C12 statin	S100A4 MyoIIA
37	nt	nt	0
38	13	nt	-13
39	8	-3	-4
40	6	-9	nt
41	nt	7	-2
42	-2	-6	-11
43	2	-11	1
44	-6	nt	-2
45	17	10	nt
46	-33	nt	-11
47	nt	8	-2
48	3	nt	-3

Continued.
no.	SMILES	SIRT5 block	CASP6 VEID inh	LGR2 antag	esBAF inh
49	N#Cc1c(-c2ccccc2)c(-c2ccccc2)n[nH]c1=O	-3	0	-5	-30
50	C[C@@H]1CN([C@H](C)CO)C(=O)c2cc(/C=C/c3ccccc3)cnc2O[C@@H]1CN(C)C(=O)Cc1ccccn1	-18	1	7	2
51	CC1Cc2ccccc2N1C(=O)c1cnc2ccccn2c1=O (stereo not drawn)	nt	nt	-11	-1
52	CC(C)c1ccc(NC(=S)NNC(=O)C2CC2)cc1	-3	0	4	nt
53	CC(=O)c1sc(NC(=O)C2COc3ccccc3O2)nc1C (stereo not drawn)	5	-2	nt	-51
54	Cc1ccc(C)c(N(Cc2cc3ccc(C)cc3[nH]c2=O)C(=O)c2ccco2)c1	0	5	-13	5
55	CCn1c(SCC(=O)NNC(=O)c2ccc(C)cc2)nnc1C(C)C	-2	1	8	5
56	Cc1nccn1CC(=O)c1ccc(O)c(O)c1	nt	-3	15	5
57	C=CCc1ccc(OCCOc2cccc3cccnc23)c(OC)c1	0	7	-3	nt
58	COc1ccccc1C(=O)N1C[C@H]2[C@@H](c3ccccc31)[C@@H](CO)N2C(=O)Nc1ccccc1	3	1	-1	0
59	CN1C(=O)[C@H]2[C@@H](c3ccc(C(F)(F)F)cc3)N[C@]3(CCCN(Cc4ccc(F)cc4)C3=O)[C@H]2C1=O	-3	3	-8	-7
60	Cc1cccc(NC(=O)N(Cc2cc3cc(C)cc(C)c3[nH]c2=O)CC2COCCO2)c1 (stereo not drawn)	nt	nt	8	-1

no.	FN deposit inh	C2C12 statin	S100A4 MyoIIA
49	3	-61	5
50	nt	8	2
51	-10	-9	nt
52	6	nt	0
53	0	14	-11
54	-2	13	1
55	-4	1	1
56	-6	-2	2
57	0	nt	-3
58	nt	2	-3
59	-5	1	-6
60	-4	4	nt

Assay outcomes as filed in PubChem.

These rows are one share of the data. The share of hits here may be higher or lower than overall.
